High-throughput results from PubChem.
CF NFkB inh: blocks PAF-induced NF-kB reporter in cystic fibrosis cells; KKLEB NF-kB-GFP reporter, GFP fluorescence overnight; inhibition, % at 5 µM; 360,000 tested, 0.86% active; AID 588850;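 active = at least 50% inhibition at 5 µM, scaled per plate between neutral and stimulator controls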;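 note: PAF is a Pseudomonas aeruginosa culture filtrate used as stimulus; plate controls were PAF-stimulated DMSO wells for no effect and unstimulated DMSO wells for full effect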
TRPM1 prom inh: MITF TRPM1 promoter inhibition in SK-MEL-5 cells; SK-MEL-5 TRPM1 promoter luciferase, 24 h; inhibition, % at 12.5 µM; 330,000 tested, 0.83% active;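 active = mean inhibition across replicates of 60% or more, whatever share of single replicates reaches that level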; note: values of inactives mirror those of a sister screen read the other way
Vif inh: HIV Vif inhibition. AID 602346. HEK293T cells, Vif self-association by quenched fluorescence, imaging, 24 h. inhibition, % at 7.49 µM. 340,000 tested, 0.35% active; in the data active = inhibition above about 50%, passing the limit was not always enough; note: some results filed as inactive read as strong as hits
CaV13 FRET inh: Disruptors of the CACNA1D IQ motif to Ca2+-dependent inactivation inhibitor domain association, primary screening, Förster resonance energy transfer in intact living …; HEK cells, CFP/YFP FRET ICDI-IQ, plate reader, 10 min; percent FRET-ratio fall versus neutral wells; inhibition, % at 12.3 µM; 340,000 tested, 0.098% active; AID 743397;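 active = mean replicate inhibition of at least 30% and at least 1% of replicates passing that level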;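 note: 0% = median of the neutral control wells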
HIF-2a inh: inhibitors of HIF-2a; AID 624352; inhibition, % at 18.8 µM; 360,000 tested, 0.72% active; 786-0 RCC cells HIF-2a reporter, luciferase luminescence, overnight;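 active = inhibition of the luminescence signal of 40% or more relative to plate controls, in a single-dose primary screen at 18.75 µM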
KKLEB tox: reduces viability of KKLEB cystic fibrosis airway cells; KKLEB CF airway cells viability, ATPlite luminescence, overnight; stronger effect = lower value; cells stimulated with P. aeruginosa culture filtrate; 360,000 tested, 0.36% active; activity change (cytotoxicity), % at 5 µM;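 active = corrected activity change at or below -50% at 5 µM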
NR2E3 ag-1: human photoreceptor-specific nuclear receptor agonism | Q9Y5X4 | CHO-S Gal4-NCOR/VP16-NR2E3 two-hybrid, luciferase | inhibition of corepressor binding, % at 3.98 µM | 360,000 tested, 0.35% active | AID 602229;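 active = inhibition above the mean of all tested compounds plus 3 SD, cut at about 70% in these data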;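 note: 0% = DMSO with NR2E3 transfected cells and 100% = cells lacking NR2E3 construct; higher means lower luciferase signal from less NR2E3 corepressor binding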
Target sequence (Q9Y5X4 whole entry, looked up, the tested form may be a part): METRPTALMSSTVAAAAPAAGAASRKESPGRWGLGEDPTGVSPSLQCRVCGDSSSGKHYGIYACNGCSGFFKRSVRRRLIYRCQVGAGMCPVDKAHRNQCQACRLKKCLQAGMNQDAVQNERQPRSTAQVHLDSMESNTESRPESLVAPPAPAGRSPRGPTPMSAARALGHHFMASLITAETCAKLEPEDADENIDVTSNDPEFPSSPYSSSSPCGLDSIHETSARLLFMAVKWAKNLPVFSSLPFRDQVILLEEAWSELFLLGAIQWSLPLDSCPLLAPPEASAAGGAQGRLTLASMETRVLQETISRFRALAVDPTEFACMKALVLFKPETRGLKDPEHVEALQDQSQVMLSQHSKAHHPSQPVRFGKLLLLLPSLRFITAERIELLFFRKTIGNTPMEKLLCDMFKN
Peg3 promoter: inhibitors of Peg3 promoter | HeLa PEG-Prom luciferase reporter, luminescence, overnight | inhibition, % at 20 µM | 360,000 tested, 1.7% active;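 active = inhibition of at least 50% at 20 µM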
PDI inh: blocks human protein disulfide isomerase activity; P07237; PDI insulin aggregation turbidity, A650, 90 min; inhibition, % at 10 µM; 350,000 tested, 0.052% active;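 active = mean inhibition across replicates of 30% or more, whatever share of single replicates reach that level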;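 note: absorbance from insulin aggregation driven by PDI reduction with DTT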
Target sequence (P07237 whole entry, looked up): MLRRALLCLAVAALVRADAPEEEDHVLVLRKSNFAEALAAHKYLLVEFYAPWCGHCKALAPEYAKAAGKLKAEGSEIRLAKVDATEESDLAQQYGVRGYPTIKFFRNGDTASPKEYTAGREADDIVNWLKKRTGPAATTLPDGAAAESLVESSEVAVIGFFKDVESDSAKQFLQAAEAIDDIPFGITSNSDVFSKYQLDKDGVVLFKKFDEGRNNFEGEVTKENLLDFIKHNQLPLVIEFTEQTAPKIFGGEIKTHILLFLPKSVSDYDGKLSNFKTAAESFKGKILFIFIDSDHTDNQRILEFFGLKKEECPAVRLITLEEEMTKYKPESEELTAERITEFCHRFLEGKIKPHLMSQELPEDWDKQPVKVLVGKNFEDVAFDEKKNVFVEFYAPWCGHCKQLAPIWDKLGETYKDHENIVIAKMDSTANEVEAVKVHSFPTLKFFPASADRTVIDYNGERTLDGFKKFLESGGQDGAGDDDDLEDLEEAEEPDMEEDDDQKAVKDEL
NR2E3 ag-2: NR2E3 (human) agonism; GST-NR2E3/biotin-RetCOR TR-FRET, 1536-well; inhibition of corepressor binding, % at 4.78 µM; 320,000 tested, 0.12% active; AID 2300;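 active = percent inhibition above the cutoff of mean plus 3 SD of all tested compounds, set per screening campaign, cut at about 20% in these data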;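 note: 0% = DMSO wells and 100% = biotin wells as full block of FRET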
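system = GST-tagged NR2E3 plus biotinylated RetCOR corepressor | input = 1.35 nM GST-NR2E3 | also added = 7 nM biotin-RetCOR | schedule = 5 h incubation at 4 °C | measured by = TR-FRET with europium anti-GST and streptavidin-D2, 340 nm excitation | read-out = percent loss of FRET ratio relative to control wells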
Shn3 3UTR inh: Schnurri-3 reporter inhibition in Clone20 osteoblasts; 360,000 tested, 0.52% active; Clone20 osteoblast Shn3 3'UTR firefly luciferase, 24 h; AID 588674; inhibition, % at 12.5 µM;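 active = mean inhibition of at least 75% with every replicate also reaching 75%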;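 note: 0% = median of neutral control wells and 100% = pilot-screen positive control compound; some compounds past the cut are filed as inactive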
* = called active by the depositor; · = no result given.

SMILES	CF NFkB inh	TRPM1 prom inh	Vif inh	CaV13 FRET inh	HIF-2a inh	KKLEB tox	NR2E3 ag-1	Peg3 promoter	PDI inh	NR2E3 ag-2	Shn3 3UTR inh
Cc1ccc(-c2nnn(CC(=O)N(CC(=O)NC3CCCC3)c3ccc(F)c(Cl)c3)n2)o1	-1	19	20	·	5	7	-28	9	-4	5	16
COc1ccccc1-c1cc(N)n(S(=O)(=O)c2ccc(F)c(C)c2)n1	16	5	0	-5	8	-16	20	10	0	2	14
COc1ccc(S(=O)(=O)N2CCSCC2)cc1	2	10	4	-3	15	-11	15	8	6	0	-9
Cc1cc(C)n(C(N)=NC(=O)c2ccc([N+](=O)[O-])cc2)n1	-52	-88	·	-4	-272	15	-66	-380	-2	1	-83
Cc1ccc(NC(=O)c2ccccc2SCC(=O)N2CCCC2)cc1S(=O)(=O)N(C)C	7	-3	-7	·	-14	-2	-12	6	-6	1	15
CC(C)CC(=O)Nc1ccc(C(=O)CN2CCC(C)CC2)cc1	-8	7	3	-7	9	1	-9	3	4	-1	-12
Fc1cccc(Cl)c1CSc1nnc2ccccn12	-18	-34	-3	1	-131	11	-34	-85	-9	3	-24
O=C(COCc1ccccc1)N[C@@H]1c2ccccc2CC[C@@H]1OCc1ccccc1	8	-6	-8	-5	9	8	2	11	5	·	5
COc1ccc(N(CC(=O)NC2CCCCC2C)S(=O)(=O)c2c(C)nn(C)c2C)cc1 (configuration not stated)	3	·	0	-9	8	10	-40	1	·	2	6
CCOC(=O)N1CCN(S(=O)(=O)c2ccc(OCC)c(C)c2)CC1	9	4	-5	-3	-2	8	47	9	1	0	34
CCOC(=O)C1(CCCc2ccccc2)CCN(C2CCN(C(C)=O)CC2)CC1	-3	-1	-2	-2	12	5	15	13	21	4	-11
Cc1ccnc(NS(=O)(=O)c2ccc(NC(=O)Cc3ccccc3)cc2)n1	2	-5	11	-5	2	9	8	-3	14	0	-10
O=C(Nc1ccc(Cl)cc1)OCc1cn(-c2ccc(Cl)cc2)nn1	-27	-16	-2	-3	-74	5	-16	-35	-4	-1	-24
CN1N=C(C(C)(C)C)CSC1=Nc1ccc(F)cc1	9	2	-10	16	7	-14	-10	2	-2	3	-31
CCCS(=O)(=O)c1nc(S(=O)(=O)c2ccc(Cl)cc2)c(N2CCC(O)CC2)s1	8	5	0	-3	7	-5	-5	11	0	-1	0
CC(=O)NC(=S)Nc1ccc([N+](=O)[O-])cc1C	14	-4	14	3	-18	4	-25	-8	1	-2	-18
Cc1cc(C)nc(NC(=O)c2ccc(Cl)c(Cl)c2)n1	-4	-6	2	·	-4	-13	-1	6	-3	2	6
COc1ccc(NC(=O)Cn2c(=O)n(CC(=O)NCc3ccco3)c(=O)c3ccccc32)cc1OC	-16	5	8	-4	17	7	-24	6	1	0	4
CC(C)CNC(=O)CCCSc1nc2ccccc2[nH]1	-10	-2	3	3	0	0	-3	-52	3	0	3
COc1cccc(CNc2ccc3c(c2)nc(C)n3C)c1OC	4	-8	4	3	-94	-4	-40	-122	1	2	-20
Cc1ccc(S(=O)(=O)NCC(=O)OC(C)C(=O)Nc2ncc(Cl)cc2Cl)cc1 (configuration not stated)	12	-7	·	-5	-3	-7	-10	4	-1	1	-1
O=C(COC(=O)c1c[nH]c(=O)[nH]c1=O)Nc1ccccc1	10	2	2	10	22	5	-24	2	0	2	-5
CCOC(=O)C1=C[C@@H](C(C)(C)C)N(S(=O)(=O)c2ccc(C)cc2)[C@H]1c1cccc2ccccc12	4	·	·	-5	8	8	-17	11	·	·	4
CCCNC(=O)Cc1c(C)oc2ccccc12	-7	2	5	-5	19	10	19	8	0	0	-5
CCCc1cc2c(cc1NC(=O)Cc1ccccc1)OCO2	14	5	10	-4	2	-2	26	4	-9	·	21
O=C(Nc1ccc(-c2nc3ncccc3o2)cc1)c1ccc([N+](=O)[O-])o1	86*	77*	11	-3	-2	-44	-27	100*	5	4	97*
Cc1ccc(C(=O)OCC(=O)Nc2c(C)n(C)n(-c3ccccc3)c2=O)cc1[N+](=O)[O-]	-1	2	4	-6	5	-16	6	-3	1	1	4
Cc1nnsc1C(=O)NC1CCCc2c1cnn2-c1ccc(C(C)(C)C)cc1 (configuration not stated)	12	13	-18	-10	-6	-18	93*	5	-2	0	83
Cc1ccc(C(=O)NCc2ccc3c(c2)OCO3)cc1Cl	1	-22	-4	-10	-120	-10	-16	-11	4	-1	-8
Cn1c(=O)cc(OCCCC(=O)N2CCN(Cc3ccc4c(c3)OCO4)CC2)c2ccccc21	-41	2	7	-6	8	20	-2	8	2	0	11
CC1NC(=O)COC1c1ccccc1 (configuration not stated)	21	·	·	-9	3	-6	5	8	-2	·	1
CC(=O)Nc1ccc(N/C=C/C(=O)c2ccccc2)cc1	-18	-42	0	-14	-321	0	-90	-332	-6	0	-87
Cc1cc(C)cc(NS(=O)(=O)c2c(C(=O)N3CCCCCC3)c(C)n(C)c2C)c1	-6	-6	-2	-7	18	6	12	21	-11	-3	20
Nc1nc(/C=C/c2cccnc2)nc(-c2ccccc2O)n1	91*	6	-4	-4	-48	-11	2	26	6	0	-30
O=C(NCCc1csc(-c2ccc(C(F)(F)F)cc2)n1)c1cccs1	-16	13	-9	-3	-23	5	3	-1	·	-3	9
Cc1ccc(-n2nnnc2SCC(=O)c2cc(C)n(-c3cc(C)on3)c2C)cc1	-21	8	3	-5	9	3	-23	21	-7	0	-16
CC(C)CNc1nc(Oc2ccc(=O)n(C)n2)nc(N2CCOCC2)n1	-6	3	0	·	-5	-7	-34	-12	0	-1	45
CCCN1C(=O)/C(=C/c2ccc(C)s2)SC1=Nc1ccc(OC)cc1	18	4	9	-5	11	-23	-5	14	-9	0	20
Cc1c(C(=O)N(CCC#N)c2ccccc2)sc2nc3n(c(=O)c12)CCCC3	-3	7	2	-7	7	-4	-6	-5	3	-3	2
CCOC(=O)c1c(C(C)(C)C)oc2ccc(O)cc12	11	-8	4	·	17	-1	0	30	-3	4	-7
CC(C)c1nnc2n1N=C(c1ccc(Cl)cc1)CS2	19	1	-1	-18	26	-10	10	15	16	·	7
COc1ccc(Cl)cc1S(=O)(=O)NC(C)C(=O)NCc1cccnc1 (configuration not stated)	-8	6	20	-3	5	-3	-13	23	-7	-2	9
O=C(CCCn1c(=S)[nH]c2ccsc2c1=O)Nc1ccc2c(c1)OCO2	5	-6	-6	2	19	-1	4	11	-4	3	16
Cc1sc(Nc2ccc([N+](=O)[O-])cc2)nc1-c1c(C)n(C)n(-c2ccccc2)c1=O	7	3	-12	-5	24	-18	-12	21	3	2	6
CC1=C(C(=O)Nc2ccccc2)C(c2ccncc2)C(C#N)=C(SCC(=O)Nc2ccccc2)N1 (configuration not stated)	4	9	-6	-8	10	-6	-10	0	3	0	-2
COc1ccc(S(=O)(=O)N2CCCC(C(=O)N3CCN(C)CC3)C2)cc1C (configuration not stated)	9	-6	-8	-7	11	3	-27	4	2	3	5
O=C(Cc1ccc(Cl)cc1Cl)Nc1cccc(S(=O)(=O)Nc2ccccc2F)c1	-7	6	-3	-3	13	-1	11	15	-3	-1	12
COc1ccc(OC)c(C(C)NC=O)c1 (configuration not stated)	-18	10	·	-7	0	-3	-9	18	-2	-1	-19
Cc1cccc(N(C)C(=O)c2cnn(-c3ccccc3)c2C)c1	8	-2	-1	-7	-7	-2	-21	-3	7	-1	-4
Cc1cccc(NC(NC(=O)c2ccccc2[N+](=O)[O-])C(Cl)(Cl)Cl)c1 (configuration not stated)	-12	-2	6	-4	33	7	16	14	9	2	2
O=C(Nc1ccccc1O)c1cc2cc(Br)ccc2oc1=O	-1	-96	-3	-5	-317	-9	-92	-260	-6	0	-23
CC(=O)Nc1cccc(/C(C)=N/NC(=O)c2c(-c3ccccc3Cl)noc2C)c1	-8	6	-8	-6	8	6	3	9	0	2	51
O=C(NS(=O)(=O)Nc1ccccn1)c1c[nH]c2ccccc12	-2	19	-6	-3	15	-11	-6	-14	2	-4	-4
Cn1cc(-c2ccccc2C(=O)O)c(=O)c2cc(Cl)ccc21	-19	13	-3	-6	21	3	-3	-4	-5	1	-2
CC(=O)c1ccc(CC2SC(N)=NC2=O)cc1 (configuration not stated)	14	0	-5	-21	17	-6	4	-6	-11	4	-6
NS(=O)(=O)c1ccc(CCNC(=O)c2cccc(S(=O)(=O)N3CCCC3)c2)cc1	-34	10	-12	-2	8	-5	-23	1	1	-1	-8
Cc1c(C(=O)O)oc2c1/C(=N\O)CCC2	4	0	2	-15	16	5	-7	7	1	1	-4
CC(=O)C[C@@H](O)CC(=O)[C@H]1OC(=O)CCCCCCCCc2ccccc21	11	-9	11	-5	25	2	-36	-40	3	·	-12
COc1cccc(NC(=O)COC(=O)CCSc2ccccc2)c1	4	-7	-4	-6	-17	2	-22	-4	-8	·	-38
Cc1ccc(CN2CCN(Cc3cnc(N4CCOCC4)s3)CC2CCO)cc1 (configuration not stated)	3	-8	-2	-3	12	12	-16	12	-4	5	23

Next part.
SMILES	CF NFkB inh	TRPM1 prom inh	Vif inh	CaV13 FRET inh	HIF-2a inh	KKLEB tox	NR2E3 ag-1	Peg3 promoter	PDI inh	NR2E3 ag-2	Shn3 3UTR inh
CCOC(=O)CC1COCCN1C(=O)c1cc(COc2ccc(F)c(F)c2)on1 (configuration not stated)	14	-44	-3	-7	-132	-11	-37	-74	-1	1	-42
O=C(NC(=S)Nc1ccc(N2CCOCC2)cc1)c1cccc(Cl)c1	10	-17	-10	-2	-160	0	-11	-104	18	1	-2
Cc1nnc(SCC(=O)Nc2ccc(Oc3ccccc3)cc2)n1N	4	-2	3	·	-23	-5	-2	10	5	3	2
O=C(Cn1c2c(sc1=O)C1c3ccccc3OCC1CS2)Nc1ccc(Cl)cc1 (configuration not stated)	-2	0	-3	-5	18	-1	-19	1	8	0	-12
CN1CCN(CC(=O)n2c3c(c4ccccc42)CCCC3)CC1	-4	12	4	·	2	-3	-11	-3	-13	-2	-7
Cc1noc(C)c1S(=O)(=O)Nc1ccccc1Oc1ccccc1	7	-24	-3	-5	18	-8	4	14	-4	1	13
COc1ccc(NC(=O)CCS(=O)(=O)c2ccc3c(c2)oc(=O)n3C)cc1	5	6	6	-7	3	2	-19	15	13	-2	-8

Grouped by structure: those above with a thiophene ring, fused or not.
SMILES	CF NFkB inh	TRPM1 prom inh	Vif inh	CaV13 FRET inh	HIF-2a inh	KKLEB tox	NR2E3 ag-1	Peg3 promoter	PDI inh	NR2E3 ag-2	Shn3 3UTR inh
O=C(NCCc1csc(-c2ccc(C(F)(F)F)cc2)n1)c1cccs1	-16	13	-9	-3	-23	5	3	-1	·	-3	9
CCCN1C(=O)/C(=C/c2ccc(C)s2)SC1=Nc1ccc(OC)cc1	18	4	9	-5	11	-23	-5	14	-9	0	20
Cc1c(C(=O)N(CCC#N)c2ccccc2)sc2nc3n(c(=O)c12)CCCC3	-3	7	2	-7	7	-4	-6	-5	3	-3	2
O=C(CCCn1c(=S)[nH]c2ccsc2c1=O)Nc1ccc2c(c1)OCO2	5	-6	-6	2	19	-1	4	11	-4	3	16
